MLL CXXC-DNA inh – MLL CXXC-DNA interaction inhibition. Q03164. MLL-CXXC / FITC-HOXA9 DNA fluorescence polarization. Potency, µM (titrated, usually from 115 µM), inactives show at the top dose activity change, negative = inhibition, hits mostly inhibitors. 290,000 tested, 0.037% active. AID 2662; active = well fitted inhibition curve with a large enough effect in the polarisation, with a control signal flat, not every such curve was filed as active; inconclusive = small, poorly fitted or top-dose-only effect, or effect the other way, or a change in a side signal; inactive = no such curve, though single readings can be large or run the other way; the % refers to the polarisation; also: potency is read from the fitted curve at half-maximal effect
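Steps: dispense CXXC domain solution (7 uM) → pin compounds or unlabeled HOX-A9 DNA control → 5 min ambient → add FLSN-HOX-A9 solution (50 nM) → spin → 30 min ambient → fluorescence polarization. Tris pH 7.5/NaCl/DTT/BSA buffer.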
KCNH2 3.1 block – inhibitors of human KCNH2 3.1 potassium channel isoform. U2OS KCNH2 3.1, thallium flux FluxOr; hits give low values. activity change, % (tested at about 1.8 µM). 340,000 tested, 0.95% active;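 active = maximum activity change below -70%; inconclusive = maximum activity change from -70% to -50%; inactive = maximum activity change above -50%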;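 also: thallium influx rate constant from kinetic fluorescence after stimulation buffer; % is scaled to controls: 0 for no effect and ±100 for the full control effect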
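FluxOr-based Tl+ influx in U2OS cells transduced with KCNH2 3.1 virus; rate constants normalized to DMSO controls.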
AT treatment – candidate therapy for ataxia-telangiectasia | […] A-T fibroblasts, KAP-1 phosphorylation AlphaLISA; neocarzinostatin DNA damage 30 min before lysis | Potency, µM (series often up to 57.5 µM), for inactives: at the top dose activation, most hits filed as activators | 320,000 tested, 0.19% active | AID 485349; also: potency is read from the fitted curve at half-maximal effect; % of control where 0% means no effect; nearly all actives have a fitted effect of over 45% in size
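ATM-like activity read as KAP-1 phosphorylation via AlphaLISA donor/acceptor antibody pairs after lysis and 6 hr at 25C. Cells were ATM-null patient fibroblasts ([…], hTERT), dosed 60 min, then exposed to the DSB inducer NCS for 30 min.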
ASM inhibitor – inhibitors of human secretory acid sphingomyelinase | AID 504937 | placental ASM, HMU-PC fluorogenic substrate, 60 min | Potency, µM (doses to about 57.5 µM), for inactives: top-dose activity change, negative = inhibition, most hits filed as inhibitors | 340,000 tested, 0.006% active; also: potency is read from the fitted curve at half-maximal effect
Target sequence (P17405 47-631 limits assumed): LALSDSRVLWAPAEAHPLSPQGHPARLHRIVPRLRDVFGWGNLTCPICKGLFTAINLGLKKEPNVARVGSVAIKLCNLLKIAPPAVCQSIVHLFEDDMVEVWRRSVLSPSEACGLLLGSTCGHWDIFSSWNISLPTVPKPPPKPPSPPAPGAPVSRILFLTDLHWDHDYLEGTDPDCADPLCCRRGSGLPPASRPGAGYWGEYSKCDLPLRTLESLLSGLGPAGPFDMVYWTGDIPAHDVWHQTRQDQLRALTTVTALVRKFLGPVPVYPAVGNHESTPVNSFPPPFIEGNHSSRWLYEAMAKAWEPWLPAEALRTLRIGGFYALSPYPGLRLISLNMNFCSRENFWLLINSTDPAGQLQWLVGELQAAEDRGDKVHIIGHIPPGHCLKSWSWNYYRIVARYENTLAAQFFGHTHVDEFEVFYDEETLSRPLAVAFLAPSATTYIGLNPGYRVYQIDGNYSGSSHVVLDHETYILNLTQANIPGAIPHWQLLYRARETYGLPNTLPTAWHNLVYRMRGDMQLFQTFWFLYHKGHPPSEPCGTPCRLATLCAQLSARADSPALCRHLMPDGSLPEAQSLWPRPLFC
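qHTS format. ASM enzyme prepared from human placenta hydrolyses the fluorogenic substrate HMU-PC0 (9 uM final) over 60 min at 37 °C after a 10 min compound preincubation.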
Coupling enz – counter-screen for Giardia aldolase inhibitors: coupling enzyme system. coupling enzyme system counterscreen, AmpLite Red fluorescence. activity change, negative = inhibition, % at 58.2 µM, hits read low. 290,000 tested, 0.67% active; in the data active = activity change below about -30%; also: % is scaled to controls: 0 for no effect and ±100 for the full control effect
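Counterscreen lacking aldolase: glyceraldehyde-3-phosphate coupling-enzyme reagent preincubated 10 min at RT with compound (at 57.5 uM final), then substrate/coupling system with AmpLite Red added; fluorescence read at 525/598 nm after 20 min RT.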
MBNL1 CUG block – inhibitors of human MBNL1 binding to CUG repeat RNA. 280,000 tested, 0.036% active. Potency, µM (doses to about 57.5 µM), for the others: top-dose activity change, negative = inhibition, most hits filed as inhibitors. Q9NR56. TR-FRET MBNL1-His/biotin-(CUG)12 binding, 665/545 ratio; active = well fitted inhibition curve with a large enough effect in the signal ratio, with a control signal flat, not every such curve was filed as active; inconclusive = small, poorly fitted or top-dose-only effect, or effect the other way, or a change in a side signal; inactive = no such curve, though single readings can be large or run the other way; the % refers to the signal ratio; also: potency is read from the fitted curve at half-maximal effect; % is scaled to controls: 0 for no effect and ±100 for the full control effect
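His-tagged MBNL1 binding to biotinylated (CUG)12 RNA was measured by TR-FRET using terbium anti-His antibody (0.055 ng/ul final) and streptavidin-XL665 (5 nM final). Compounds were titrated 92 nM to 58 uM; 60 min at room temperature.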
Integrin act MD – integrin-mediated muscular dystrophy alleviation activation | AID 624291 | 350,000 tested, 0.064% active | Potency, µM (top dose mostly 38.3 µM), without a hit: at the top dose activation, actives largely listed as activators | alpha7betagal myoblasts, beta-gal FDG fluorescence, 48 h;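 also: potency is read from the fitted curve at half-maximal effect; 100% = response of the positive control SU9516; nearly all actives have a fitted effect of over 60% in size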
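Alpha7betagal+/- myoblasts (passage 13) were plated 16-24 hr, then exposed to compounds (1:260 dilution of DMSO stock) for 48 hours at 37C. After MPER lysis, β-galactosidase reporter activity was read as FDG fluorescence (ex 480/em 540) after 30 minutes.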
KCNH2 WT inh – KCNH2 (human, wildtype) channel inhibition. Q12809. U2OS, BacMam KCNH2, thallium flux FluxOr; hits give low values. activity change, % at 1.84 µM. 340,000 tested, 0.37% active. AID 720551;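 active = maximum activity change below -70%; inconclusive = maximum activity change between -70% and -50%; inactive = maximum activity change above -50%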; also: % is scaled to controls: 0 for no effect and ±100 for the full control effect
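U2OS cells were transduced with wild-type KCNH2 virus (2.03 x 10^8 / mL) for 4 h at room temperature, then cultured overnight at 37 C. Thallium flux was read with FluxOr dye. Rate constants were normalized to DMSO controls.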
GALK inh – blocks human galactokinase activity. P51570. Potency, µM (doses to about 57.5 µM), without a hit: at the top dose activity change, negative = inhibition, usual class: inhibitors. Purified GALK, Kinase-Glo residual ATP luminescence. AID 1868. 270,000 tested, 0.007% active; also: potency is read from the fitted curve at half-maximal effect; % is scaled to controls: 0 for no effect and ±100 for the full control effect
Target sequence (P51570 whole entry, looked up): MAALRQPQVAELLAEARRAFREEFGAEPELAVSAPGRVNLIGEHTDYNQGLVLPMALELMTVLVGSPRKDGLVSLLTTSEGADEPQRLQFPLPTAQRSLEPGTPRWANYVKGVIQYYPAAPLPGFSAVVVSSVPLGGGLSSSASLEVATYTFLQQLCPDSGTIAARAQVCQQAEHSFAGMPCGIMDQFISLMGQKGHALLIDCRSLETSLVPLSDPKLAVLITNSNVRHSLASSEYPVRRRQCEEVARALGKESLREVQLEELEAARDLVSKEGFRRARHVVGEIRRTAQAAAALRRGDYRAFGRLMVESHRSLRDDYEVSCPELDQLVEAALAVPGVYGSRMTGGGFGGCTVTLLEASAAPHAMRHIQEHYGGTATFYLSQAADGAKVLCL
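5 nM enzyme, 35 uM ATP, 100 uM galactose, 20 mM HEPES pH8.0, 5 mM MgCl2; 1 h RT; residual ATP by Kinase-Glo Plus luminescence, qHTS format.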
TRPV1 agonist – activates the human vanilloid receptor TRPV1 | Q8NER1 | TRPV1-expressing cells, Fluo-8 calcium influx, agonist mode | activation, % at 8.33 µM | 320,000 tested, 0.19% active | AID 540275; in the data active = activation above about 80%; inconclusive = between about 30% and that limit; also: 0% is about no effect
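Cells expressing TRPV1 were dye-loaded with Fluo-8 and read kinetically: 10 s baseline, 3 min after compound (agonist portion), then 2 min after EC20 capsaicin (allosteric enhancer portion). Calcium-bound dye fluorescence at 480/520 nm.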
Active calls of the source: *; i = inactive; ? = inconclusive; / = not tested or not shown; [ ] = remark or other dose. Unless noted, calls follow the shape of the dose curve; as a rule, active = well fitted curve in the direction sought with a large enough effect; inconclusive = small, poorly fitted or top-dose-only effect, or another doubt; inactive = no such curve, though single readings can be large; an effect the other way counts as inactive or inconclusive.

SMILES | MLL CXXC-DNA inh | KCNH2 3.1 block | AT treatment | ASM inhibitor | Coupling enz | MBNL1 CUG block | Integrin act MD | KCNH2 WT inh | GALK inh | TRPV1 agonist
CC(=O)NC(Cc1ccccc1)C(=O)OCC(=O)c1ccc(Cl)cc1 (stereo not given) | -7% | -2 | -2% | -2% | -2 | / | -14% | 2 | 0% | 0
CC(=O)C1=C(O)C(=O)N(CCCN2CCOCC2)C1c1ccccc1[N+](=O)[O-] (stereo not given) | 2% | 8 | 6% | 0% | -21 | ? | -22% | -1 | 0% | -1
CC(=O)N[C@@H](C)C(=O)OC(C)C(=O)Nc1cccc([N+](=O)[O-])c1 (stereo not given in full) | -15% | 12 | -5% | 1% | 1 | ? | 16% | 8 | 10% | -5
Cc1cc(SCC(=O)N(C)C2CCCCC2)nc2ccccc12 | / | -2 | 10% | -3% | / | / | -8% | -4 | / | /
Cc1ccc(-n2ncc3c(=O)n(CC(=O)N4CCN(c5ccccc5)CC4)cnc32)cc1C | -7% | 2 | -3% | -2% | 0 | -4% | 15% | 3 | 9% | 0
CCCCn1c(SCC(=O)NNC(=O)c2ccco2)nnc1-c1ccco1 | 4% | 1 | 2% | 0% | 1 | 0% | -23% | 3 | 1% | 3
Cc1ccccc1NC1=C(Cl)C(=O)N(C2CCCCC2)C1=O | 28% | -18 | 2% | -4% | -7 | 1% | -20% | -2 | 2% | ?
CC1CCCC(C)N1C(=O)COC(=O)CCC(=O)c1ccc(F)cc1 (stereo not given) | / | 6 | -2% | 0% | / | / | -1% | -17 | / | /
COc1cccc2[nH]c(C(=O)NC(C)c3ccccc3)cc12 (stereo not given) | 4% | -12 | 2% | -3% | -4 | -1% | 13% | -9 | 1% | 13
CSc1ncc(CN2CCN(C3CCCC3)C(CCO)C2)cn1 (stereo not given) | 6% | -1 | 7% | 1% | 0 | 8% | 24% | -16 | 1% | 0
CCOC(=O)c1sc(NC(=O)CSc2ncn[nH]2)c(C#N)c1C | 10% | -4 | -1% | -3% | 15 | 2% | -28% | 0 | -2% | 2
Cc1cc(C)n(-c2nc3ccccc3c(=O)n2OCC(=O)N(C)C)n1 | 3% | -3 | 5% | -1% | -8 | -5% | 38% | 2 | -1% | -4
CC(C)Cn1cnc2c(SCc3ccccc3)nc(N)nc21 | / | -4 | / | -5% | / | / | 8% | 2 | / | /
COc1ccccc1Nc1ncnc2nc[nH]c12 | -2% | 0 | -4% | -1% | 0 | -21% | 20% | 2 | 0% | -4
COc1ccc(C(=O)NCCCNC(=O)c2cc3ccccc3[nH]2)cc1OC | 10% | 10 | -8% | 4% | -1 | 6% | -6% | 2 | 0% | 0
O=C(c1cccc(F)c1)N1CCC(N2CCOCC2)CC1 | -4% | 2 | 0% | 4% | -9 | -10% | 27% | 4 | -3% | 1
c1ccc(C2=NN(c3ccccc3)CC2)cc1 | 17% | -18 | 34% | i | -4 | -3% | ? | 13 | 0% | 7
O=S(=O)(c1ccc(NC(=S)NN=C2CCCCC2)cc1)N1CCOCC1 | 0% | -4 | -3% | -2% | -9 | -1% | 5% | -7 | -3% | 2
Cc1ccc(Cn2ncn3c(cc4ccccc43)c2=O)cc1 | 9% | -8 | 0% | -11% | 0 | 0% | 0% | -2 | 1% | 26
Cc1cc(C)n2c(=S)[nH]nc2n1 | 0% | -3 | -2% | 7% | 0 | 2% | 4% | 1 | 2% | 0
O=C(NN(CC(O)COc1ccccc1)CC(O)COc1ccccc1)c1ccccc1 (stereo not given) | -8% | -19 | -6% | -3% | 1 | -7% | -3% | 2 | 2% | 3
CCCc1nnc(NC(=O)CCCN2C(=O)c3ccccc3C2=O)s1 | -22% | 4 | 0% | 2% | -2 | -5% | 30% | 0 | -2% | 1
CCOC(=O)c1nn(-c2ccccc2C)c(=O)cc1OCC(=O)Nc1cccc(OC)c1 | / | 16 | -4% | 1% | / | / | -3% | 1 | / | 5
COc1ccc(CCNC(=O)COc2ccc(S(=O)(=O)N3CCOCC3)cc2C)cc1 | 6% | -1 | 2% | -2% | 2 | -10% | -9% | 2 | 9% | 1
CSCCC(NC(=O)c1ccccc1Cl)C(=O)N1CCN(C(c2ccccc2)c2ccccc2)CC1 (stereo not given) | -1% | -7 | 10% | -6% | 1 | 6% | ? | 1 | 4% | 26
C/C(=N\NC(=S)NC(C)C)c1ccc(C(C)(C)C)cc1 | 5% | -24 | 3% | -5% | -2 | 4% | 1% | -7 | 1% | 28
Cc1cccc(Nc2c([N+](=O)[O-])c(=O)oc3ccccc23)c1 | -1% | -11 | 13% | -2% | -2 | ? | ? | -1 | 1% | -1
CCc1cccc2c(C(=O)CSc3nnc(-c4ccoc4C)n3C)c[nH]c12 | 0% | 33 | 3% | -2% | -2 | 3% | -19% | 0 | 2% | -1
COC(=O)c1cc(=O)n(-c2ccc(F)cc2)c(=Nc2ccc(F)cc2)s1 | 17% | 2 | -1% | -15% | 2 | -17% | -61%[inhibitor] | 1 | / | 27
Cc1ccc(/C=N/Nc2ccc(C(=O)O)cc2)s1 | 3% | 9 | -10% | 4% | 2 | ? | 29% | 5 | 1% | 2
CC(C)(C)OC(=O)C1C(=O)CC(C)(O)C(C(=O)OC(C)(C)C)C1c1cccnc1 (stereo not given) | -1% | -7 | 3% | -2% | 9 | 7% | 12% | -7 | -1% | 1
CCOc1ccc(/C=N/NC(=O)Cc2csc(Nc3cccc(C(F)(F)F)c3)n2)cc1 | 4% | -14 | 1% | -20% | 6 | -7% | -46%[inhibitor] | 2 | -2% | -2
CC1C(=O)N2CCCc3cc(S(=O)(=O)NCc4ccc(F)cc4)cc1c32 (stereo not given) | / | -2 | 4% | 2% | / | / | -20% | 1 | / | -4
O=S1(=O)N=C(N(CCO)/N=C/C=C/c2ccccc2)c2ccccc21 | ? | -15 | -17% | 16% | 0 | / | 18% | 17 | -1% | -1
O=C1CCc2cc(S(=O)(=O)N3CCCC3C(=O)NC3CCCCCCC3)ccc2N1 (stereo not given) | -1% | 7 | 4% | -1% | 4 | ? | 0% | -14 | 2% | 8
C=C(C)CNC(=S)NNC(=O)c1ccco1 | 8% | -2 | -5% | 1% | 0 | 3% | -7% | -12 | -2% | 0
O=C(CN(Cc1cccs1)C(=O)CCC(=O)Nc1ccccn1)NCc1ccccc1 | 7% | 3 | 2% | 1% | 3 | 6% | -5% | -2 | 2% | 0
O=C(NC1CCN(C(=S)NCc2ccco2)CC1)C1CCCCC1 | -2% | -5 | -3% | 3% | 1 | 12% | -3% | -21 | -2% | 0
CN(C(=O)COC(=O)C12CC3CC(CC(Cl)(C3)C1)C2)c1ccccc1 | / | -6 | 15% | -2% | / | / | 1% | -1 | / | /
COCCCN(CC(=O)O)S(=O)(=O)c1cccc(Cl)c1 | 14% | -14 | 4% | 2% | 2 | -2% | 25% | 0 | -2% | 0
COc1cc(NC(=O)CSc2ncccc2C(=O)OC(C)C)cc(OC)c1 | -19% | -7 | -1% | 1% | 1 | -3% | -23% | 0 | -1% | 2
CCOc1ccc(-n2ccnc(SCC(=O)NCc3cccc(OC)c3)c2=O)cc1 | / | -8 | -10% | 32% | / | / | -19% | -4 | / | -1
CCOC(=O)N1CCN(C(=O)/C=C/c2c(C)nn(-c3ccc(F)cc3)c2Cl)CC1 | 1% | -22 | 4% | -1% | 2 | 4% | 0% | 5 | -3% | 9
COc1ccc(NC(=O)C2C3CCC(O3)C2C(=O)O)c(C)c1 (stereo not given) | -2% | -5 | -1% | 7% | -2 | -3% | -33% | -4 | 1% | 3
Cc1nc2ccc(NS(=O)(=O)c3ccc(F)c(F)c3F)cc2s1 | / | 1 | 0% | -7% | / | / | 0% | -3 | / | /
C[C@H](CO)N1C[C@H](C)[C@@H](CN(C)C)Oc2c(NS(=O)(=O)c3ccc(F)cc3)cccc2C1=O | / | 11 | 6% | 3% | / | / | 22% | -8 | / | /
CN(CCCNC(=O)CCC(=O)N1CCOc2ccccc21)Cc1ccccc1 | / | 7 | 10% | 4% | -1 | -7% | 11% | 14 | / | 5
N#Cc1nc(-c2cccs2)oc1N1CCN(Cc2ccccc2)CC1 | 5% | 6 | -9% | 45%[activator] | 3 | 23% | -23% | 4 | -1% | ?

Molecules from the list above with a tert-butyl group (2):
SMILES | MLL CXXC-DNA inh | KCNH2 3.1 block | AT treatment | ASM inhibitor | Coupling enz | MBNL1 CUG block | Integrin act MD | KCNH2 WT inh | GALK inh | TRPV1 agonist
C/C(=N\NC(=S)NC(C)C)c1ccc(C(C)(C)C)cc1 | 5% | -24 | 3% | -5% | -2 | 4% | 1% | -7 | 1% | 28
CC(C)(C)OC(=O)C1C(=O)CC(C)(O)C(C(=O)OC(C)(C)C)C1c1cccnc1 (stereo not given) | -1% | -7 | 3% | -2% | 9 | 7% | 12% | -7 | -1% | 1

Bioassay records from PubChem.
